Mcl1 Noxa PPI = disrupts binding of human Mcl-1 to Noxa peptide; TR-FRET Mcl-1/Noxa peptide binding, 2 h; AID 1022; inhibition, % at 21.7 µM; 1.5% of 220,000 active;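 active means compounds that cut the protein-peptide binding signal by more than 50% relative to plate controls in a single-dose test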;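 further: His-tagged Mcl-1 with rhodamine Noxa BH3 peptide and terbium anti-His antibody; 0% = Mcl-1 plus Noxa peptide wells and 100% = peptide-only wells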
Avidin bead fluor = avidin bead compound fluorescence profile. Avidin beads, compound fluorescence 488/530 nm, flow cytometry; stronger effect = higher value. fluorescence (KMESF) at 10 µM. 0.38% of 220,000 active; in the data active means fluorescence above about 47; further: inactives centre near 10
Rac1 act GTP bind = modulators of GTP binding to human Rac1 activated mutant; GST-Rac1 activated beads, fluorescent GTP binding, flow cytometry; actives lie on both sides; 100% means binding = to untreated wells; P63000; percent activity (GTP binding), % at 10 µM; 0.11% of 190,000 active;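 active means GTP binding at least 20 percentage points away from the 100% baseline, in either direction, so actives lie on both sides; inconclusive means Compound likely fluorescent itself, or too few beads counted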
ABCB1 inh = inhibitors of human ABCB1 transporter, ABCG2 counter-screen | P08183 | CCRF-Adr cells, JC-1 efflux, flow cytometry | inhibition, % at 6.6 µM | 0.067% of 190,000 active | AID 1326; in the data active means inhibition above about 40%;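 further: 0% = vehicle and 100% = reference inhibitor; higher value means more JC-1 retained so stronger ABCB1 efflux block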
Target sequence (P08183 whole entry, looked up): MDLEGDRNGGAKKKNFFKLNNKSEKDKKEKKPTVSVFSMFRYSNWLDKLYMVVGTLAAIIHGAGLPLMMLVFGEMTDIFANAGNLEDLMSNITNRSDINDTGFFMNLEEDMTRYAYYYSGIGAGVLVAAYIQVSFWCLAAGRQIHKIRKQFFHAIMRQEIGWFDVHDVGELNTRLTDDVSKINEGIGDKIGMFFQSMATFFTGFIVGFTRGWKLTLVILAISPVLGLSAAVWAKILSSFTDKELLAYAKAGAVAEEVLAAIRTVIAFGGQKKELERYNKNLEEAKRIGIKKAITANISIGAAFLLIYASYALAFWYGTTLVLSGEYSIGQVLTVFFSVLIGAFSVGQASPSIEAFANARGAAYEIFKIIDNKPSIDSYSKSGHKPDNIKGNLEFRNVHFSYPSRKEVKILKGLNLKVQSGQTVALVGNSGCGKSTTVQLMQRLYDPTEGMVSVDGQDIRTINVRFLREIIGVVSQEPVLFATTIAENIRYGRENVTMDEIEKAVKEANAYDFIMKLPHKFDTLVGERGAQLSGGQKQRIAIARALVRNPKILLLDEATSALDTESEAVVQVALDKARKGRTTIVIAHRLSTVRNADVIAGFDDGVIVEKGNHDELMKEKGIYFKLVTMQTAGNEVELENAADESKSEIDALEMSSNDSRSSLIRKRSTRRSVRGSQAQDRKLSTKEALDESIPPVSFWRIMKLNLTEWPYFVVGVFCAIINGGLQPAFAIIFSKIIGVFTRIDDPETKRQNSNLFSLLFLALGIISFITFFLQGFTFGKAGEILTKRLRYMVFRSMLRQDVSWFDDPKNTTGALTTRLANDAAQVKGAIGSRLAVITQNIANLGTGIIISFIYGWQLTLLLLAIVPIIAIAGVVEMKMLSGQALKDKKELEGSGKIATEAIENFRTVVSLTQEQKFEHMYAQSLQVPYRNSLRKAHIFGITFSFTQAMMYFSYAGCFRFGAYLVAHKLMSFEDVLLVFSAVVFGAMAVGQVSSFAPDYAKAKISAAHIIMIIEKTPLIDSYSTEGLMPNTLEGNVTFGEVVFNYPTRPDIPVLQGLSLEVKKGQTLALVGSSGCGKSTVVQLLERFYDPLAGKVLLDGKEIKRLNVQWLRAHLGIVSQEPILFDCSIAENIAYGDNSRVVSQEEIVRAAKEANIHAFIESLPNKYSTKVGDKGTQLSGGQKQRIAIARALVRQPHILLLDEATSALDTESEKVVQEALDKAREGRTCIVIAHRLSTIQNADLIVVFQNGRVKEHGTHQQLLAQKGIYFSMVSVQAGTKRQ
Rab2A wt mod = changes GTP binding to wildtype dog Rab2A, up or down. 0.19% of 190,000 active. AID 760. GST-Rab2 wt beads, Bodipy-GTP binding, flow cytometry. P61105. GTP binding activity, % at 10 µM;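 active means GTP binding activity at least 20 points away from 100%, either lowered or raised; inconclusive means signal likely due to the compound's own green fluorescence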;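 further: 0% = beads with excess unlabeled GTP and 100% = no-compound control corrected for plate trend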
ABCG2 block = inhibitors of human ABCG2 transporter, ABCB1 counter-screen | 0.1% of 190,000 active | inhibition, % at 6.6 µM | AID 1325 | Q9UNQ0 | IgMXP3 cells, JC-1 efflux, flow cytometry;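 active means inhibition above 80%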;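 further: 0% = DMSO and 100% = nicardipine control wells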
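Measure – % inhibition of efflux relative to nicardipine and DMSO · Test system – ABCG2 IgMXP3 and barcoded ABCB1 CCRF-Adr cell mix · Control set – nicardipine as high control, DMSO as low control · Compound – one concentration, 6.6 µM final · Signal – flow cytometry of retained JC-1 fluorescence · Timing – 10 min exposure at 25 °C with rotation, no wash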
Rab7 wt GTP bind = modulators of GTP binding to dog Rab7 wildtype GTPase. GST-Rab7 beads, fluorescent GTP binding, flow cytometry; actives lie on both sides; untreated = 100%, excess cold GTP = 0%. GTP binding activity (percent of control), % at 10 µM. 0.055% of 190,000 active. AID 758;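 active means fluorescent GTP binding to Rab7 beads changed by at least 20 points from the 100% baseline, either direction, mostly lower; inconclusive means compound itself probably fluorescent, or too few beads counted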;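 further: median green fluorescence of bound Bodipy-FL-GTP per Rab7 bead population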
Cdc42 wt = changes GTP binding to wildtype human Cdc42 | 0.2% of 190,000 active | GST-Cdc42 beads, Bodipy-GTP binding, flow cytometry; actives lie on both sides | percent activity (GTP binding), % at 10 µM | P60953;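 active means percent activity GTP binding at least 20 points away from the 100% baseline, either down as inhibitor or up as activator; inconclusive means compound flagged as likely green fluorescent from well-wide comparison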;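 further: median bead fluorescence of bound Bodipy-FL-GTP at 100 nM; 0% = excess unlabeled GTP control and 100% = no compound control; below 100% means less GTP binding so inhibitor and above means activator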
Pf gamet viab = P. falciparum stage V gametocyte viability inhibition; inhibition, % at 10.9 µM; P. falciparum stage V gametocytes, ATP luminescence, 24 h; AID 743093; 0.065% of 150,000 active;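 active means inhibition above the mean plus 3 SD of compounds within the control limits, set per campaign, cut at about 38% in these data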;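 further: 0% = DMSO wells and 100% = medium only without gametocytes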
Rac1 wt modul = modulators of human Rac1 wildtype GTP binding; P63000; GTP binding activity (% of control), % at 10 µM; GST-Rac1 beads, fluorescent GTP binding, flow cytometry; actives lie on both sides; 0 = cold GTP competed, 100 = untreated; 0.27% of 190,000 active;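 active means GTP binding activity at least 20 points away from the 100% control level, either lower or higher; inconclusive means compound flagged as likely green fluorescent, judged across all proteins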
HRas wt GTP bind = modulators of GTP binding to human HRas wildtype. P01112. GST-Ras wt beads, Bodipy-FL-GTP binding, flow cytometry; actives lie on both sides. GTP binding activity, % at 10 µM. 0.14% of 190,000 active. AID 759;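 active means GTP binding activity at least 20% away from the 100% baseline, either lowered as inhibitor or raised as activator; inconclusive means flagged as likely green fluorescent, judged across all proteins in the well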;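 further: 0% = unlabeled GTP competition control and 100% = no-compound control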
* = called active by the depositor; ? = inconclusive; · = no result given.

SMILES	Mcl1 Noxa PPI	Avidin bead fluor	Rac1 act GTP bind	ABCB1 inh	Rab2A wt mod	ABCG2 block	Rab7 wt GTP bind	Cdc42 wt	Pf gamet viab	Rac1 wt modul	HRas wt GTP bind
O=C(/C=C/c1cccc([N+](=O)[O-])c1)NCCN1C(=O)S/C(=C\c2ccc(F)cc2)C1=O	11	8	95	1.0	96	40	99	93	-13	96	96
O=C(Nc1ccc(N2C(=O)c3cccc4cccc(c34)C2=O)cc1)c1ccc(N2CCCCC2)c([N+](=O)[O-])c1	5	13	98	0.2	99	-5	100	102	·	104	99
Cc1ccccc1NC(=O)C(=O)NCCc1ccccc1	-6	12	102	·	100	2	98	104	-11	102	99
Cn1cc(Br)c(C(=O)NNC(=O)c2ccccc2)n1	4	4	98	0.0	100	0	99	102	10	103	102
COc1cccc(N2CCN(c3ccc(S(=O)(=O)N4CCCC4)cc3)CC2)c1	15	7	100	1.0	102	3	106	105	·	101	104
Cc1cc2nc(C)n(CCCNC(=O)Nc3ccc(F)cc3)c2cc1C	28	8	99	0.9	102	6	100	104	-23	106	103
CCOC(=O)C1=C(C)N(C)C(=S)NC1c1cccc(Cl)c1Cl (centres undefined)	4	10	94	1.1	98	3	99	97	·	98	97
COCCNC(=S)N/N=C(\C)c1cccc([N+](=O)[O-])c1	-35	2	102	1.4	98	25	95	98	-2	104	101
O=C1CN(C(=O)COC(=O)CNC(=O)c2ccc(Cl)cc2)c2ccccc2N1	9	9	98	0.0	100	0	106	101	-6	102	100
O=C(NC(=S)Nc1ccc(-c2nc3ncccc3o2)cc1)c1ccccc1F	16	20	93	1.0	93	-3	104	95	9	95	94
COc1cccc(-c2cc(C(F)(F)F)nc(-n3ccc([N+](=O)[O-])n3)n2)c1	16	11	?	0.4	?	3	?	?	11	?	?
CCOCCn1c(N2CCN(c3ccccc3)CC2)nc2c1c(=O)n(C)c(=O)n2C	11	17	99	0.9	100	2	100	99	·	101	100
CC(C)CNS(=O)(=O)c1ccc(CCC(=O)O)cc1	·	11	?	0.9	?	6	?	?	·	?	?
Cc1ccc(-n2c(CSc3nc(C)cc(C)n3)nnc2SCC(=O)NCc2ccco2)cc1	-6	8	95	0.1	97	2	98	97	-3	98	98
COc1cc(C(=O)O)ccc1O	4	10	99	1.3	103	-4	100	107	·	108	101
Cc1nn(C)cc1CN(C)S(=O)(=O)c1cccc([N+](=O)[O-])c1	12	9	94	0.6	100	1	106	102	·	97	95
Cc1ccc(CC(=O)N/N=C/c2ccc3c(c2)OCO3)cc1	9	12	97	1.6	96	10	95	92	-2	96	98
O=C(Cc1ccc(Cl)cc1)N/N=C/c1c(Cl)cccc1Cl	10	7	98	0.0	96	-3	101	100	-12	99	97
O=S(=O)(c1cccc2cccnc12)N1CCN(Cc2ccccc2)CC1	24	11	97	0.2	98	2	100	98	-5	109	101
O=C(c1ncc[nH]1)c1ccco1	-16	39	101	0.7	102	3	102	105	·	102	102
CC1CCOC2(O1)C(=O)N(CN1CCN(c3cccc(Cl)c3)CC1)c1ccccc12 (centres undefined)	-20	6	100	0.0	101	0	99	102	·	101	102
S=c1nc(-c2ccccc2)n(CCN2CCOCC2)c2c1CCCC2	11	11	98	0.2	97	1	101	100	-10	102	98
CN1CCN(C(=O)c2ccccc2NC(=O)c2cccs2)CC1	8	9	103	0.1	104	0	102	105	-17	106	104
CSC(=NC#N)N1CCN(c2c(C)cccc2C)CC1	21	9	91	0.4	90	4	96	94	-3	92	90
Cc1ccc(C)c(Nc2c([N+](=O)[O-])cc(C(=O)N3CC(=O)Nc4ccccc43)cc2[N+](=O)[O-])c1	-2	17	100	1.9	104	8	96	103	·	102	104
CN(C)S(=O)(=O)c1ccc(C(=O)Nc2cc(=O)n(C)c(=O)n2C)cc1	5	4	98	4.4	98	32	102	100	7	106	100
CCOc1ccc(S(=O)(=O)Nc2ccccc2C(=O)N2CCCC2)cc1	-6	12	97	0.2	97	1	100	95	·	101	98
Cc1ccc(/C=C/C(=O)c2c(C)nc3ccccn23)cc1	4	14	90	1.4	86	7	98	90	16	90	92
CCC(C)[C@H](NC(=O)Nc1cccc(OC)c1)C(=O)OC (some centres undefined)	19	4	99	-0.1	100	0	98	99	·	100	99
C/C(CC(=O)Nc1ccc(Cl)cc1)=N\NC(=O)C(=O)NCCO	2	22	100	0.2	101	20	102	102	·	106	101
COC(CNC(=O)c1ccc(-n2c(=S)[nH]c3ccccc3c2=O)cc1)OC	-3	7	94	-0.8	98	4	104	95	-26	98	98
CCC(C(=O)OCC(=O)Nc1ccccc1-c1ccccc1)c1ccccc1 (centres undefined)	1	12	95	-3.3	97	3	98	98	·	100	95
O=C(Nc1ccccc1N1CCN(c2ccccc2)CC1)c1cccc(F)c1	4	32	94	0.8	93	4	93	97	·	96	94
CCN1CCc2c(sc(NC(=O)CN3C(=O)c4ccccc4C3=O)c2C(N)=O)C1	33	10	98	0.5	98	2	103	99	·	99	101
C/C(O)=C(\N=Nc1cc(C)ccc1O)C(N)=O	12	8	93	0.1	95	1	100	95	11	95	95
COC(OC)c1ccc(C#N)c(=O)[nH]1	-4	16	97	0.1	101	0	99	107	-5	102	100
CCOc1ccc(S(=O)(=O)N(CC(=O)NCC(F)(F)F)Cc2ccco2)cc1	9	4	104	-0.1	105	1	103	107	-3	105	104
N#Cc1nc(-c2ccccc2)oc1NCCCn1ccnc1	-4	10	99	0.3	98	1	103	94	12	98	97
Cc1noc(C)c1C(=O)OCC(=O)Nc1cc(S(=O)(=O)N2CCOCC2)ccc1Cl	25	14	97	1.3	95	10	96	99	·	102	97
CC(C)C12CN3CC(C(C)C)(CN(C1)C3c1ccc3c(c1)OCO3)C2=O (centres undefined)	3	10	103	0.4	105	2	107	107	7	111	104
C=CCc1ccccc1OCC(O)CN(C(C)C)C(C)C (centres undefined)	3	11	98	2.2	103	19	100	101	-13	105	100
CC1(C)Cc2c(C#N)c(NCCN3CCOCC3)nc(-c3ccco3)c2CO1	-2	30	99	1.3	103	16	99	103	5	103	100
CS(=O)(=O)N1CCN(CC2CC3C=CC2C3)CC1 (centres undefined)	25	6	100	0.2	100	2	102	103	13	102	101
Cc1cc(C)cc(NC(=S)/C(=C(\[O-])c2ccc(Cl)cc2Cl)[n+]2ccccc2)c1	-5	26	94	0.1	95	1	97	95	0	94	97
Cc1ccc(Nc2nc(N)nc(CN3CCN(c4ccccc4F)CC3)n2)cc1	27	27	100	1.9	100	34	99	105	·	108	101
CCC(=O)N1CCN(C(=O)CC)C1c1ccccc1	-1	7	99	0.0	97	0	97	104	·	103	100
Cc1cc(C)n2cc(CSC3=NCCS3)nc2n1	5	31	100	0.3	101	1	104	104	·	103	105
CC(=O)c1cnc(-c2ccccc2Cl)s1	5	9	97	0.6	97	9	108	95	-7	100	94
Cn1c(=O)c2c(ncn2CC(O)CNc2ccc(Br)cc2)n(C)c1=O (centres undefined)	8	11	101	0.7	102	6	101	104	-7	103	103
Cc1cc(C)c(-c2cc(NC(=O)COC(=O)c3ccc(CO)cc3)n(-c3ccccc3)n2)cc1C	-12	6	98	1.3	93	10	94	98	-11	99	97
Cc1cccc(C)c1-n1c(C)nn(Cc2ccc([N+](=O)[O-])cc2)c1=O	3	8	97	1.1	96	7	97	98	-6	101	97
CCOC(=O)Cc1c(C)nc2c(-c3cccc(Br)c3)cnn2c1C	-5	7	100	0.6	98	9	99	96	-7	102	102
CCn1cc(C(=O)N2CCN(C(=O)c3ccco3)CC2)c2cc(OC)c(OC)cc2c1=O	7	41	100	0.2	100	-1	101	100	·	99	101
O=c1/c(=C/c2ccco2)sc2nc(-c3ccccc3Br)nn12	17	31	98	-0.4	102	14	96	99	·	105	99
c1cncc(CSc2nnc3ccc(-c4cccs4)nn23)c1	17	9	94	0.8	98	3	105	101	0	101	98
CCCS(=O)(=O)N1CCCC(C(=O)c2cccc(Cl)c2)C1 (centres undefined)	0	9	96	0.4	96	3	98	96	0	99	98
O=C(CSc1nnc2ccc(-c3ccncc3)nn12)N1CCCCC1	-1	6	95	0.2	94	4	94	95	-7	95	94
COc1cc(/C=C/C(=O)O)ccc1OCc1cnc(Cl)s1	-3	10	94	0.0	99	4	108	98	-48	98	96
O=C(CNC(=O)c1ccncc1)N/N=C/c1ccccn1	11	7	94	0.5	94	2	93	96	0	98	93
CCOC(=O)C1C(=O)NC(c2ccccc2)=NC1c1ccc(OC)cc1 (centres undefined)	8	11	99	0.5	98	2	100	99	2	102	97

More records follow.
SMILES	Mcl1 Noxa PPI	Avidin bead fluor	Rac1 act GTP bind	ABCB1 inh	Rab2A wt mod	ABCG2 block	Rab7 wt GTP bind	Cdc42 wt	Pf gamet viab	Rac1 wt modul	HRas wt GTP bind
Cc1ccc(S(=O)(=O)NCC(=O)N(CC(=O)NCc2ccccc2)CC2CCCO2)cc1 (centres undefined)	-22	10	96	0.3	99	2	100	100	12	105	101
CCCCNC(=O)n1c(=O)oc2ccc(Cl)cc21	-2	28	93	0.3	95	3	95	98	·	95	98
CCOC(=O)c1sc(NC(=O)CSc2nnc(Cc3ccccc3)o2)c(C(=O)OCC)c1C	-8	3	96	10	99	11	99	98	·	100	100
CC(NC(=O)CSc1cccc(C(F)(F)F)c1)c1ccccc1 (centres undefined)	13	15	97	0.3	99	26	100	99	0	103	101
COc1ccc(-c2nnn(CC(=O)N(CCCN3CCOCC3)C(C(=O)NC3CCCC3)c3ccco3)n2)cc1 (centres undefined)	-5	11	94	0.4	96	1	96	102	-2	101	97
O=C(NCc1ccc2c(c1)OCO2)c1cccs1	-5	25	99	0.1	101	3	100	101	3	104	101
COCC(C)NC(=O)CSc1nc2nn(-c3ccccc3)c(=O)c-2c2n1CCCCC2 (centres undefined)	-2	10	97	0.6	97	3	96	93	·	96	98
CCc1ccccc1N(CC)C(=O)c1cn(CC)c(=O)c2cc(OC)c(OC)cc12	8	14	101	0.3	106	0	102	106	·	104	104
CC(=O)NC(CCS(C)(=O)=O)C(=O)Nc1cccc2ccccc12 (centres undefined)	8	7	99	0.3	101	1	102	102	·	109	103
Cc1ccc(C(=O)Nc2ccnc(-c3ccncc3)n2)cc1	4	11	91	0.6	93	7	103	92	·	90	93
C=C(C)c1nc2cc(OC)c(OC)cc2c(=O)o1	10	7	97	0.9	99	7	99	101	·	99	101

From PubChem
